Screening data as filed in PubChem.
IL1B NFkB inh = blocks IL-1B driven NFkB nuclear translocation in HUVEC cells. HUVEC IL-1B NFkB p65 nuclear translocation imaging. 94,000 compounds, 0.43% hits. AID 796. inhibition, % at 2 µM;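 active means inhibition above about 30% together with a positive call from visual inspection of the well image, limit read from the data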;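 further: nuclear over cytoplasmic p65 intensity ratio measured by imaging; 0% = IL-1B stimulated DMSO wells and 100% = unstimulated DMSO wells; values of inactives mirror those of a sister screen read the other way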
PLAP inhibition = PLAP enzyme inhibitors, biochemical, luminescence, HTS (AID 690); purified PLAP, luminescent substrate; higher % means a stronger effect; one-dose inhibition, % at 20 µM; IC50 in µM for titrated hits; 96,000 compounds, 0.08% hits; in the data active means a potency from the dose series; inactive means the rest, 99 in 100 with inhibition below about 30%; further: strong numbers were not always called active
IL1B NFkB pot = enhances IL-1B driven NFkB nuclear translocation. HUVEC IL-1B NFkB p65 nuclear translocation imaging. 94,000 compounds, 0.3% hits. AID 819. activation, % at 2 µM;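 active means activation above 40%, about the mean plus 3 SD, also judged a hit on visual image review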;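 further: percent activation is computed from the nuclear over cytoplasmic p65 intensity ratio; values of inactives mirror those of a sister screen read the other way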
MRP resist rev = reverses drug resistance mediated by MRP | H69AR cells + 2 uM doxorubicin, CellTiter-Glo, 72 h | differential viability (reversal), % at 10 µM | 85,000 compounds, 0.04% hits | AID 602;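 active means viability drop by adding the cancer drug above about 55%, with treated viability meeting a 40% cutoff, limit read from the data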;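 further: viability without doxorubicin minus viability with 2 µM doxorubicin for each compound; larger differential means the compound sensitizes cells more to doxorubicin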
Bcl-B TR3 displacers = displacers of TR3 peptide from Bcl-B, primary screen, selectivity assay for Bfl-1 inhibitor project, biochemical, fluorescence polarization | FP displacement of FITC-TR3 peptide from Bcl-B; higher % means a stronger effect | displacement, % at 20 µM, or IC50 in µM where a hit was titrated | 96,000 compounds, 0.11% hits;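 active means displacement above 50% at 20 µM plus a fluorescence interference ratio under 1.5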;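 further: plate controls were wells without compound for no effect and wells lacking Bcl-B protein for full effect; a part of the inactive calls stands beside numbers as strong as those of hits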
MRP resist rev cytotoxicity = also measured in MRP resist rev; calls as there; viability, %; H69AR cells, CellTiter-Glo, 72 h; measured here: cytotoxicity without doxorubicin
MRP resist rev with doxorubicin = also measured in MRP resist rev; calls as there; viability, %; measured here: viability with 2 uM doxorubicin; hits give low values
IL1B NFkB inh cell count 2 µM = recorded beside IL1B NFkB inh, whose call it bears; cell count; measured here: cells passing quality filter;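 raw number of nuclei counted in each imaged well without normalization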
IL1B NFkB pot cell count 2 µM = further read-out of IL1B NFkB pot, marked with its call; cell count; measured here: cells passing quality filter
The depositor's hits bear a star; nt = not tested or not shown.

canonical_smiles	IL1B NFkB inh	IL1B NFkB inh cell count 2 µM	PLAP inhibition	IL1B NFkB pot	IL1B NFkB pot cell count 2 µM	MRP resist rev	MRP resist rev cytotoxicity	MRP resist rev with doxorubicin	Bcl-B TR3 displacers
COc1ccc(Nc2sc(C(=O)c3ccc(Cl)cc3)c(N)c2C(=O)Nc2ccccc2OC)cc1	-3	113	-49%	3	113	nt	nt	nt	-30%
CCc1nnc(NC(=O)[C@@H](NC(=O)c2cccc(S(=O)(=O)N(CC)CC)c2)C(C)C)s1	-10	126	-67%	10	126	nt	nt	nt	5%
CCn1cc(C(=O)O)c(=O)c2cc(S(=O)(=O)N(C)C)ccc21	2	135	nt	-2	135	1	97	96	8%
CSc1ccccc1NC(=S)Nc1ccccc1C(F)(F)F	0	168	18%	0	168	-11	93	104	-6%
COC(=O)C1C2C=CC3(CN(C(C)C)C(=O)C13)O2 (stereo unspecified)	nt	nt	4%	nt	nt	14	99	84	16%
Cc1ccccc1C(=O)N=c1sccn1C	-18	183	-3%	18	183	0	97	97	4%
COc1ccc(NC(=O)CCS(=O)(=O)c2ccc3c(c2)CCCN3C(C)=O)cc1	-17	158	-16%	17	158	12	99	87	2%
Cn1c(CCCOc2ccc(Cl)cc2Cl)nnc1SCC(=O)Nc1nccs1	-6	72	-6%	7	72	2	104	101	2%
COc1ccc(C2CC(=O)c3sc(N)nc3C2)cc1 (stereo unspecified)	5	146	12%	-5	146	5	98	93	-2%
CCCN1CCN(c2nc3c([nH]2)c(=N)ncn3CC(O)CO)CC1 (stereo unspecified)	-3	179	2%	3	179	-11	93	104	4%
CCOC(=O)c1c(CN2CCCCC2)n(C)c2ccc(OC)c(S(=O)(=O)c3ccccc3)c12	nt	nt	-44%	nt	nt	22	84	61	-17%
O=C(NCc1cccs1)C1CCCN1S(=O)(=O)c1ccccc1F (stereo unspecified)	-4	123	-2%	4	123	4	97	92	13%
Cn1nc(C(=O)N2CCc3ccccc3C2)c2ccccc2c1=O	-3	166	-28%	3	166	14	101	87	5%
O=C(c1ccc2c(c1)OCO2)N1CCCN(C(=O)c2ccc3c(c2)OCO3)CC1	-13	176	-7%	13	176	19	103	84	2%
CCOC(=O)CSc1nc2c(sc(=S)n2-c2ccccc2OC)c(=O)n1Cc1ccco1	1	126	-45%	-1	126	24	89	65	2%

Of the compounds above, these contain fluorine:
canonical_smiles	IL1B NFkB inh	IL1B NFkB inh cell count 2 µM	PLAP inhibition	IL1B NFkB pot	IL1B NFkB pot cell count 2 µM	MRP resist rev	MRP resist rev cytotoxicity	MRP resist rev with doxorubicin	Bcl-B TR3 displacers
CSc1ccccc1NC(=S)Nc1ccccc1C(F)(F)F	0	168	18%	0	168	-11	93	104	-6%
O=C(NCc1cccs1)C1CCCN1S(=O)(=O)c1ccccc1F (stereo unspecified)	-4	123	-2%	4	123	4	97	92	13%

Next records:
canonical_smiles	IL1B NFkB inh	IL1B NFkB inh cell count 2 µM	PLAP inhibition	IL1B NFkB pot	IL1B NFkB pot cell count 2 µM	MRP resist rev	MRP resist rev cytotoxicity	MRP resist rev with doxorubicin	Bcl-B TR3 displacers
CN(C)/C=N/c1c(C#N)cnn1-c1ccc(C(F)(F)F)cn1	1	217	-20%	-1	217	11	86	75	-9%
CC1=C(C(=O)OCc2ccccc2)C(c2ccc(N(C)C)cc2)NC(=O)N1 (stereo unspecified)	3	106	nt	-3	106	2	88	86	nt
Cc1nnc(SCC(=O)N2c3ccccc3CC2C)s1 (stereo unspecified)	14	138	7%	-14	138	12	98	86	-1%
O=C(/C=C/c1ccco1)NC(=S)Nc1ccccn1	-11	163	-5%	11	163	9	97	88	1%
CC(=O)c1ccc(NC(=O)Nc2cccc(Cl)c2)cc1	-3	127	14%	3	127	-27	5	32	1%
Cc1ccc(S(=O)(=O)N2CCN(C3CCC(c4ccccc4)CC3)CC2)cc1 (stereo unspecified)	6	110	-25%	-6	110	nt	nt	nt	-3%
O=c1cc(Nc2ccc3c(c2)OCCO3)[nH]c(=O)n1-c1ccc(Br)cc1	-8	109	nt	8	109	-30	37	67	nt
COc1cc(C(C#N)N2N=C(c3ccccc3)CC2c2ccccc2)ccc1O (stereo unspecified)	-12	143	-11%	12	143	nt	nt	nt	-2%
COCCn1nnnc1C(c1cccs1)N1CCN(c2cc(C)ccc2C)CC1 (stereo unspecified)	-13	146	-48%	13	146	4	87	82	-10%
Cc1ccc(C)c(OCCCC(=O)Nc2nccs2)c1	-5	50	14%	5	50	-17	97	114	-8%
O=C(NCc1ccccc1)C1CCCN(S(=O)(=O)c2cccs2)C1 (stereo unspecified)	nt	nt	-3%	nt	nt	6	96	89	-70%
CC(C)CN(CC(C)C)S(=O)(=O)N1CCC(C(=O)NC2CCCCCCC2)CC1	nt	nt	-13%	nt	nt	nt	nt	nt	-4%
O=S(=O)(c1ccc(Oc2ccc(-c3nnco3)cc2)nc1)N1CCC(Cc2ccccc2)CC1	-10	127	-8%	9	127	-12	42	54	-15%
CCOC(=O)N1CCN(C(=O)CS(=O)Cc2nc(-c3ccc(C)cc3)oc2C)CC1 (stereo unspecified)	7	139	-45%	-7	139	14	93	80	-4%
CCCCCNCc1cccn1C	-36	192	15%	36	192	nt	nt	nt	-6%
Cc1nnc(SCC(=O)Nc2ccc3c(c2)OCCO3)s1	-1	141	nt	1	141	nt	nt	nt	nt
Cc1ccc2cc(CCNC(=O)c3ccco3)c(=O)[nH]c2c1	-8	96	nt	8	96	-8	97	105	nt
CC(C)Oc1cccc(C(=O)Nc2ccc(N3CCN(S(C)(=O)=O)CC3)cc2)c1	-17	112	-14%	17	112	5	95	91	-8%
COC(=O)c1sc(NC(=O)COc2ccc(OC)cc2)nc1C	1	128	nt	-1	128	nt	nt	nt	nt
Cn1c(=O)c2c(nc(CN3CCCCC3)n2CCCc2ccccc2)n(C)c1=O	-1	171	nt	1	171	17	90	73	nt
CN(Cc1ccccc1)C(=O)CSc1nnc(-c2ccco2)n1-c1ccccc1	0	151	-34%	0	151	-11	62	74	1%
COc1ccccc1C(=O)Nc1cccc(-c2cn3ccsc3n2)c1	-31	129	-5%	31	129	2	75	73	0%
COc1ccccc1OCc1nnc(SCCN2CCOCC2)o1	4	100	-9%	-4	100	5	88	84	4%
O=C(CSc1nnc(COc2ccccc2Cl)o1)NC(=O)NC1CCCC1	-14	150	-22%	14	150	11	94	83	-4%
Cc1ccc(C(c2nnnn2C(C)(C)C)N2CCN(C3CCCC3)CC2)cc1 (stereo unspecified)	-8	99	-43%	8	99	-2	83	85	2%
CCOc1ccc(N2Cc3ccccc3C2)cc1	-3	89	-25%	3	89	23	100	77	-10%
Nc1ncc2c(n1)CC(c1ccco1)CC2=O (stereo unspecified)	-2	160	22%	2	160	6	90	84	6%
CCCc1nnc(NC(=O)Cn2cnc3ccccc3c2=O)s1	8	97	0%	-8	97	nt	nt	nt	-6%
Cc1nc2cc(-c3ccccc3)ccc2o1	nt	nt	-7%	nt	nt	1	92	90	5%
C=CCSc1nc2ccccc2n1C(=O)/C=C/c1cc(OC)c(OC)c(OC)c1	14	182	-5%	-14	182	nt	nt	nt	-10%

Reformatted: entries from further up.
structure: COC(=O)c1sc(NC(=O)COc2ccc(OC)cc2)nc1C
- IL1B NFkB inh: 1
- IL1B NFkB inh cell count 2 µM: 128
- PLAP inhibition: nt
- IL1B NFkB pot: -1
- IL1B NFkB pot cell count 2 µM: 128
- MRP resist rev: nt
- MRP resist rev cytotoxicity: nt
- MRP resist rev with doxorubicin: nt
- Bcl-B TR3 displacers: nt

structure: Cn1c(=O)c2c(nc(CN3CCCCC3)n2CCCc2ccccc2)n(C)c1=O
- IL1B NFkB inh: -1
- IL1B NFkB inh cell count 2 µM: 171
- PLAP inhibition: nt
- IL1B NFkB pot: 1
- IL1B NFkB pot cell count 2 µM: 171
- MRP resist rev: 17
- MRP resist rev cytotoxicity: 90
- MRP resist rev with doxorubicin: 73
- Bcl-B TR3 displacers: nt

structure: CN(Cc1ccccc1)C(=O)CSc1nnc(-c2ccco2)n1-c1ccccc1
- IL1B NFkB inh: 0
- IL1B NFkB inh cell count 2 µM: 151
- PLAP inhibition: -34%
- IL1B NFkB pot: 0
- IL1B NFkB pot cell count 2 µM: 151
- MRP resist rev: -11
- MRP resist rev cytotoxicity: 62
- MRP resist rev with doxorubicin: 74
- Bcl-B TR3 displacers: 1%

structure: COc1ccccc1C(=O)Nc1cccc(-c2cn3ccsc3n2)c1
- IL1B NFkB inh: -31
- IL1B NFkB inh cell count 2 µM: 129
- PLAP inhibition: -5%
- IL1B NFkB pot: 31
- IL1B NFkB pot cell count 2 µM: 129
- MRP resist rev: 2
- MRP resist rev cytotoxicity: 75
- MRP resist rev with doxorubicin: 73
- Bcl-B TR3 displacers: 0%

New compounds follow
canonical_smiles	IL1B NFkB inh	IL1B NFkB inh cell count 2 µM	PLAP inhibition	IL1B NFkB pot	IL1B NFkB pot cell count 2 µM	MRP resist rev	MRP resist rev cytotoxicity	MRP resist rev with doxorubicin	Bcl-B TR3 displacers
COc1ccc(OC)c(NC(=O)CCN2CCN(c3ccccc3F)CC2)c1	-10	192	-73%	9	192	-7	87	94	-1%
COc1ccc(CCNC(=O)CCSc2nc(-c3ccco3)cc(C(F)(F)F)n2)cc1	-1	138	-14%	1	138	10	47	37	1%
COc1ccc(/C=c2/sc3n(c2=O)NC2(c4ccccc4)N(C)C(=O)N(C)C2(c2ccccc2)N=3)cc1 (stereo unspecified)	-28	68	-53%	28	68	12	92	80	-16%
COC(=O)Cc1cc(=O)[nH]c(/N=C(\N)Nc2ccc(C)cc2C)n1	6	150	-55%	-6	150	9	95	86	-10%
O=C(Nc1ccc(-c2cn3ccsc3n2)cc1)C1CCCC1	100*	7*	13%	-100	7	2	75	73	8%
Cc1cc(C)n(C(=O)CN2C(=O)COc3ccccc32)n1	nt	nt	-14%	nt	nt	11	97	86	-4%
O=C(CSc1nnc(Cc2ccccc2)o1)NCc1ccco1	2	92	19%	-2	92	7	89	81	-3%
Cc1nn2c(N3CCN(C4CCCC4)CC3)cc(C(C)(C)C)nc2c1-c1ccccc1	-6	19	-57%	6	19	-4	74	78	3%
COC(=O)c1cccc(Oc2nc(N3CCOCC3)nc(N3CCOCC3)n2)c1	-14	144	nt	14	144	4	96	93	nt
O=C(NCc1ccc2c(c1)OCO2)C1CC(c2ccc(Cl)c(Cl)c2)=NO1 (stereo unspecified)	2	180	-12%	-2	180	3	90	87	-22%
Cc1ccccc1Nc1c([N+](=O)[O-])ccc2c1=NC1(CCCCC1)N=2	-9	106	-1%	9	106	nt	nt	nt	-15%
COc1ccc(S(=O)(=O)CCC(=O)NCCc2ccc(Cl)cc2)cc1	5	48	-13%	-5	48	3	94	91	-6%
N=c1nc(-c2ccccc2)ccn1O	-6	97	0%	5	97	11	95	85	9%
O=C(Nc1ncc(Cc2cccc(Cl)c2)s1)c1cccs1	-18	159	6%	18	159	-12	35	47	-28%
O=C(NCCN1CCOCC1)C1CC(=O)N(c2ccc(F)c(Cl)c2)C1 (stereo unspecified)	-6	137	-28%	6	137	15	95	80	2%
CCOc1cc2[nH]c(=S)n(Cc3ccc(C)o3)c(=O)c2cc1OCC	nt	nt	-2%	nt	nt	-11	46	57	-2%

Some of these compounds in order of molecular weight, highest first:
canonical_smiles	IL1B NFkB inh	IL1B NFkB inh cell count 2 µM	PLAP inhibition	IL1B NFkB pot	IL1B NFkB pot cell count 2 µM	MRP resist rev	MRP resist rev cytotoxicity	MRP resist rev with doxorubicin	Bcl-B TR3 displacers
COc1ccc(/C=c2/sc3n(c2=O)NC2(c4ccccc4)N(C)C(=O)N(C)C2(c2ccccc2)N=3)cc1 (stereo unspecified)	-28	68	-53%	28	68	12	92	80	-16%
COc1ccc(CCNC(=O)CCSc2nc(-c3ccco3)cc(C(F)(F)F)n2)cc1	-1	138	-14%	1	138	10	47	37	1%
COc1ccc(S(=O)(=O)CCC(=O)NCCc2ccc(Cl)cc2)cc1	5	48	-13%	-5	48	3	94	91	-6%
Cc1ccccc1Nc1c([N+](=O)[O-])ccc2c1=NC1(CCCCC1)N=2	-9	106	-1%	9	106	nt	nt	nt	-15%
O=C(Nc1ncc(Cc2cccc(Cl)c2)s1)c1cccs1	-18	159	6%	18	159	-12	35	47	-28%
COC(=O)Cc1cc(=O)[nH]c(/N=C(\N)Nc2ccc(C)cc2C)n1	6	150	-55%	-6	150	9	95	86	-10%
N=c1nc(-c2ccccc2)ccn1O	-6	97	0%	5	97	11	95	85	9%

Not all compounds are listed; rates above refer to the full screens.
